Bioassay records (PubChem)
Akt phos inh: inhibitors of Akt phosphorylation | Neuro2A IGF-stimulated pAkt S473 HTRF, 20 min; hits give low values | activity change, % for hits at 50 µM | 360,000 compounds, 0.32% hits | AID 651550; in the data active = activity change below about -80%; inconclusive = mostly about -51% to -80%; note: % is set by controls: 0 for no effect and ±100 for the full control effect
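Neuro2A cells (4,500/well, DMEM with 0.5% FBS) were treated with compound at a single 50 µM final concentration, stimulated with 6 nM IGF for 20 min at 37 °C, and lysed. Phospho-Akt Ser473 was read by HTRF as 665/615 ratio ×10^4.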
D3 ag: activates the human D3 dopamine receptor | P35462 | D3R DiscoveRx beta-arrestin cells, luminescence, 90 min | max activation, % | 410,000 compounds, 0.58% hits; in the data active = max activation above about 30%; note: 0% is about no effect; mostly tested at two doses, the higher about 12 µM
Target sequence (P35462 whole entry, looked up): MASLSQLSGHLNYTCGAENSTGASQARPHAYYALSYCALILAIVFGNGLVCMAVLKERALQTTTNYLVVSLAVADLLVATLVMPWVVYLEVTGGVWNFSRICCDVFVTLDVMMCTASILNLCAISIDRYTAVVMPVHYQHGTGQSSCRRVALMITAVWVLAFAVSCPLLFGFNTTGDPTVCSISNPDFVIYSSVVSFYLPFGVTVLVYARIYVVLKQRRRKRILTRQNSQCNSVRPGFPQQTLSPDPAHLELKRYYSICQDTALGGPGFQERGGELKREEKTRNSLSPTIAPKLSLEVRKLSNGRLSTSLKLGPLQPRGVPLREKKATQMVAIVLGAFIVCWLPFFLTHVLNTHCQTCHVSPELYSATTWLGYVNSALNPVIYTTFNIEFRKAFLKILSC
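Agonist-mode cell screen: cells plated at 1500/well and incubated overnight at 37 °C, then exposed to library compounds for 90 min at 37 °C. Detection reagent was added for 30–60 min at room temperature, and luminescence was read.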
D3 antag: D3 dopamine receptor (human) antagonism. P35462. D3R cells, DiscoveRx beta-arrestin luminescence, antagonist mode; hits give low values. max response, negative = inhibition, %. 360,000 compounds, 2.5% hits; in the data active = max response below about -50%; inconclusive = no clear call, values can overlap the other calls; note: % is set by controls: 0 for no effect and ±100 for the full control effect; mostly tested at two doses, the higher about 12 µM
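Cells expressing the human receptor were seeded at 1500 cells/well, incubated overnight at 37 degrees C in 5% CO2, then exposed to library compounds with dopamine controls for 90 minutes at 37 degrees C before luminescent detection.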
EPAC2 agonist: activates human EPAC2 exchange factor; Q8WZA2; EPAC2 activation, biochemical qHTS; response scale: 100% = 6.5 mM cAMP response; Potency, µM (series often up to 154 µM), inactives show at the top dose activation, usual class: activators; 360,000 compounds, 0.079% hits; AID 720711; note: potency is the fitted concentration of half-maximal effect; nearly all actives have a fitted effect of over 50% in size
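Exchange assay: 100 nM EPAC2 with 250 nM Rap1B-BODIPY-GDP and 50 uM GDP. Fluorescence (ex 480/em 540 nm) read every 5 min for 30 min at room temperature. Data normalized to 6.5 mM cAMP as agonist control.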
PTHR1 ag: PTHR1 (human) receptor agonism | Q03431 | 410,000 compounds, 0.075% hits | Potency, µM (highest dose often 115 µM), inactives show top-dose activation, actives largely listed as activators | HEK293 GP2 PTHR1 cells, GloSensor cAMP luminescence, 1 h; note: potency is the fitted concentration of half-maximal effect; nearly all actives have a fitted effect of over 55% in size; some results filed as inactive show a strong effect at the top dose; inactives centre near -15; many of its hits are not listed in these tables
Target sequence (Q03431 whole entry, looked up): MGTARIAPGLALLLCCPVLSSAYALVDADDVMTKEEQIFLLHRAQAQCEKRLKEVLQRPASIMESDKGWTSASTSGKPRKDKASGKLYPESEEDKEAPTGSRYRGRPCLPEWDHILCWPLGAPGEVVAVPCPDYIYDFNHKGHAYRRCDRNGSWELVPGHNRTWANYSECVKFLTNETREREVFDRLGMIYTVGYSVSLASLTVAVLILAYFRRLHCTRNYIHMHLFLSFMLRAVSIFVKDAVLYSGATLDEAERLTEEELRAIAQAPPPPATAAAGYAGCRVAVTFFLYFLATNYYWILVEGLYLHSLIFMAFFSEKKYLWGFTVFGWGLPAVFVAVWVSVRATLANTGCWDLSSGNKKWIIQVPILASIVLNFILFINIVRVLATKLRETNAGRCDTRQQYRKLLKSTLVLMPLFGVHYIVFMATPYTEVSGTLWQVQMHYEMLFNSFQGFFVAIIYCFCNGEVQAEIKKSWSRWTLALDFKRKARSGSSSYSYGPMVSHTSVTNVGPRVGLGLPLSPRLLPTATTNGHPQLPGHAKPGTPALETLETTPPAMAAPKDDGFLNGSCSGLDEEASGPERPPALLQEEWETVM
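HEK-293-derived GP2 cells expressing PTHR1 and a GloSensor cAMP reporter, 3,000/well, plated overnight, given luciferin plus IBMX (each 0.5 mM as added) for 1 h at 37 °C, then compound for 1 h at 37 °C. Luminescence was read after 15 min at room temperature.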
EPAC2 antagonist: antagonists of human EPAC2 | EPAC2 GEF exchange of Rap1B-BODIPY-GDP, fluorescence | Potency, µM (series often up to 114 µM), for the others: at the highest dose activity, negative = inhibition, most hits filed as inhibitors | 360,000 compounds, 0.18% hits | Q8WZA2 | AID 720708; note: potency is the fitted concentration of half-maximal effect; % is set by controls: 0 for no effect and ±100 for the full control effect; nearly all actives have a fitted effect of over 45% in size; many of its hits are not listed in these tables
CCT chaperon mod: changes cytosolic chaperonin activity; AID 651819; activity change, % (no concentration beside the values), hits read low; 360,000 compounds, 0.3% hits; purified chaperonin ATPase assay, HTRF ADP detection, 30 min; in the data active = activity change below about -30%; note: % is set by controls: 0 for no effect and ±100 for the full control effect
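ATPase activity: ADP formed was measured by HTRF Transcreener (665/615 nm ratio) after 30 min at 37 deg C with 10 uM ATP. Compounds screened at one 76 uM concentration against 40 or 20 nM TRiC in Tris pH 7.4/KCl/MgCl2/DTT buffer.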
MmCpn inh: M. maripaludis TRiC chaperonin inhibition | purified Mm-Cpn ATPase, ADP Transcreener TR-FRET | Potency, µM (doses to about 76.9 µM), for the others: top-dose activity, negative = inhibition, most hits filed as inhibitors | 330,000 compounds, 0.031% hits | AID 504842; note: potency is the fitted concentration of half-maximal effect; % is set by controls: 0 for no effect and ±100 for the full control effect; nearly all actives have a fitted effect of over 80% in size
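Reaction buffer contained 30 mM Tris pH 7.4, 100 mM KCl, 5 mM MgCl2 and 1 mM DTT. Mm-CPN (25 nM final) hydrolysed 10 uM ATP over 30 min at 37°C; ADP was read by HTRF.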
* hit, by the source's call; i = inactive; u = inconclusive; x = no result given; & = joins results of further samples; [ ] = dose if it differs, or a comment. Unless noted, calls come from the whole dose curve; as a rule, active = well fitted curve in the direction sought with a large enough effect; inconclusive = small, poorly fitted or top-dose-only effect, or another doubt; inactive = no such curve, though single readings can be large; an effect the other way counts as inactive or inconclusive. Some of the compounds tested, so the mix of outcomes need not match the whole.

SMILES	Akt phos inh	D3 ag	D3 antag	EPAC2 agonist	PTHR1 ag	EPAC2 antagonist	CCT chaperon mod	MmCpn inh
COc1ccc(/C=N\NC(=O)COc2ccc(C(C)(C)C)cc2)cc1Cn1nc(C)cc1C	i	2	15	-2%	i	-1%	-1.1	3%
COc1ccc(-c2ccnc(SCC(=O)N3CCOCC3)n2)cc1	i	-11	-30	8%	-10%	-1%	0.7	-1%
C=CCOC(=O)C1=C(C)Nc2[nH]c(=O)[nH]c(=O)c2C1c1ccccc1 (centres undefined)	i	-4	8	-1%	i	-14%	1.2	-2%
C[C@@H](C(=O)Nc1ccc2c(c1)OCCO2)n1c(=O)[nH]c2ccccc2c1=O	i	-3	3	9%	i	4%	1.5	0%
Cn1c(=O)cc(OCCCC(=O)NCc2ccco2)c2ccccc21	i	1	14	-1%	i	-5%[57.1 µM]	0.5	2%
O=C(O)c1ccc2c(c1)C(=O)N(c1ccc(/C=C/C(=O)c3ccccc3)cc1)C2=O	i	2	11	12%	-39%[inhibitor]	u	-3.2	0%
CCCS(=O)(=O)Nc1cccc(-c2nc3cccnc3s2)c1	i	3	5	-5%	-16%	-4%	0.9	-2%
CCCCC(O)(CCCC)C(=O)N/N=C(\C)c1ccc(Cl)cc1	i	-5	0	0%	-5%	9%	0.1	-1%
CCOc1ccc(/C=N/NC(=O)c2c(C)n(C)c3ccc(OC)cc23)cc1	i	-6	-16	-10%	i	2%	-3.4	0%
CCOC(=O)CSc1nnc(N)s1	i	3	7	3%	i	0%	-0.2	0%
Cc1cc(=O)[nH]c(SCc2cc(=O)n3nc(C)sc3n2)n1	i	2	4	5%	9%	3%	-0.2	1%
Nc1ccc(C(=O)OCC(=O)N2CCOCC2)cc1[N+](=O)[O-]	i	2	7	3%	i	5%	0.8	-1%
O=C(c1ccc(-c2cccc(C(F)(F)F)c2)o1)N1CCCCCCC1	i	-3	3	-5%	-36%[inhibitor]	-7%	-0.5	-1%
Cc1ccccc1S(=O)(=O)NCc1ccc(N2CCN(C)CC2)cc1	i	-20	-13	4%	i	0%	-2.9	-1%
Cc1ccccc1SC1CCN(C(=O)C2CCC(=O)N(C3CC3)C2)CC1 (centres undefined)	i	8	4	2%	-11%	4%	0.5	1%
CN(Cc1ccccc1)S(=O)(=O)c1ccc2[nH]cc(C(=O)NCC3CCCO3)c(=O)c2c1 (centres undefined)	i	10	27	-4%	-18%	-7%	1.2	0%
COC(=O)c1ccc2nc(C3CCCCC3)c(Cc3ccc(C)cc3)n2c1	i	-2	-3	5%	-42%[inhibitor]	-25%	-3.2	x
COCCNC(=S)N1CCN(Cc2ccc3c(c2)OCO3)CC1	i	-7	7	2%	i	6%	-1.1	-2%
CCc1ccc2oc(=O)cc(CN3CCOCC3)c2c1	i	-9	-18	5%	-8%[57.5 µM]	-3%	-3.1	3%
Cc1nnc(NC(=O)CCSCCC(=O)Nc2nnc(C)s2)s1	i	-2	-11	4%	-24%	-6%	-1.0	1%
C/C(=N\NC(=O)c1csc(C)c1C)c1ccc(Cl)s1	i	-4	-17	0%	i	5%	-0.6	1%
COc1ccccc1CN=c1c([N+](=O)[O-])nn(-c2ccc3c(c2)OCCO3)n1O	i	5	5	7%	-4%	-2%	0.0	2%
CCOC(=O)c1sc(-c2ccc(F)cc2)cc1N	i	-3	8	1%	-9%[57.5 µM]	-3%	-3.1	-14%
O=c1c2ccccc2nnn1CSc1nnc(-c2cccs2)n1Cc1ccccc1	i	1	7	9%	-64%[inhibitor][57.5 µM]	-8%	-0.7	2%
O=C(COC(=O)c1ccncc1)Nc1cc(S(=O)(=O)N2CCOCC2)ccc1Cl	i	-5	4	4%	-10%	8%	0.2	0%
O=C(O)c1cccc(NS(=O)(=O)c2ccc3c(c2)C(=O)c2ccccc2C3=O)c1	i	-12	1	14%	-43%[inhibitor]	-9%	-1.6	0%
COc1ccc(C)cc1S(=O)(=O)NC1CCCCC1C (centres undefined)	i	3	7	-4%	-3%[57.5 µM]	-7%[57.1 µM]	1.5	-3%
Cn1c(N)c(C(=O)COC(=O)/C=C/c2ccc(Cl)c(Cl)c2)c(=O)n(C)c1=O	i	19	19	5%	-12%	-1%	-0.2	-1%
Cc1cccc(OCC(=O)Nc2ccccc2N2CCN(C)CC2)c1	i	-27	-12	7%	i	-3%	0.1	3%
C=C(C)COc1ccc(-c2[nH]ncc2-c2ccccc2OC)c(O)c1	i	-3	-63*	4%	i	-20%	-0.6	1%

Part of the list above, reduced to D3 antag.
SMILES	D3 antag
Cn1c(N)c(C(=O)COC(=O)/C=C/c2ccc(Cl)c(Cl)c2)c(=O)n(C)c1=O	19
COc1ccccc1CN=c1c([N+](=O)[O-])nn(-c2ccc3c(c2)OCCO3)n1O	5
C=C(C)COc1ccc(-c2[nH]ncc2-c2ccccc2OC)c(O)c1	-63*

Continued.
SMILES	Akt phos inh	D3 ag	D3 antag	EPAC2 agonist	PTHR1 ag	EPAC2 antagonist	CCT chaperon mod	MmCpn inh
COC(=O)C(O)(NC(=O)OCc1ccccc1)C(F)(F)F (centres undefined)	i	1	0	7%	-15%[57.5 µM]	-3%[57.1 µM]	-0.6	u
CC(C)c1nnc(NC(=O)CCC(=O)N2CCN(c3ccccc3F)CC2)s1	i	-2	-4	5%	-3%	-5%	-0.6	2%
COc1ccc(C(=O)NNC(=S)NC(=O)c2ccccc2)cc1	i	13	2	3%	-13%	5%	-0.4	0%
COc1ccc(-c2c(C)cc3oc(=O)cc(-c4ccccc4)c3c2C)cc1	i	13	0	9%	-38%[inhibitor]	-5%	-1.8	3%
O=C(Nc1nc2ccccc2[nH]1)c1ccc(Cl)c([N+](=O)[O-])c1	i	-7	19	-1%	-16%	9%	1.9	0%
Cc1cc(CNC(=O)CC2C(=O)NCCN2Cc2ccc(-c3ccccc3)cc2)nn1C (centres undefined)	i	9	0	8%	-25%	5%	-0.5	1%
Cc1c(C(=O)O)[nH]c2c1C(=O)CC(c1ccc(C(C)(C)C)cc1)C2 (centres undefined)	i	-10	-19	2%	i	-7%	0.3	0%
COc1ccc(C(=O)Nc2ccc(C(=O)OCC(=O)c3cccc4ccccc34)cc2)cc1	i	3	4	1%	0%	1%	-0.7	-26%
Cc1ccc(S(=O)(=O)N2CCOCC2)cc1NC(=O)CNCc1ccc(Cl)cc1Cl	i	0	7	7%	-4%	-7%	-0.8	-14%
COc1cccc(/C=N/NC(=O)C(=O)N2CCCCCC2)c1O	i	8	15	-3%	-1%	-10%	0.4	1%
Cc1c(C(=O)CN2CCSCC2)c2ccccc2n1C	i	1	-8	0%	i	-4%	-1.8	-3%
CCN(CCCNC(=O)CSc1cc(=O)n(C)c2cc(Cl)ccc12)Cc1ccccc1	i	-4	4	10%	i	5%	-1.0	2%
O=C(CSc1n[nH]c(-c2ccccc2)n1)Nc1ccc(F)cc1F	i	-9	-16	-4%	i	-2%	0.2	-2%
COC(=O)Nc1ccc2c(c1)N(C(=O)CCN1CCOCC1)c1ccccc1S2	i	-2	-24	11%	i	-2%	1.6	-1%
CC(C)n1cc(CN2CCC(n3nccc3NC(=O)Cc3ccccc3)CC2)cn1	i	-18	-15	2%	-18%	-21%	0.5	-3%
COCCn1c(SCC(=O)NCc2ccc3c(c2)OCO3)nnc1C(C)C	i	15	11	2%	4%	-2%	-1.3	-1%
Cc1csc(NC(=O)CSc2ncnc3ccccc23)n1	i	5	-9	-3%	-29%	9%	0.2	-1%
CSc1nc(N)nc(SC2C=CCCC2)c1C#N (centres undefined)	i	4	-10	-1%	-4%[57.5 µM]	1%	-8.2	-4%
Cc1ccccc1NC(=O)CN1CCCC1	i	-4	-11	0%	-23%	9%	1.1	x
OC(CNC1Cc2ccccc2C1)COc1ccc(F)cc1 (centres undefined)	i	-29	-64*	8%	u	-2%	0.7	1%
COc1ccc(Cn2c(-c3ccc(OC)cc3)nc3ccccc32)cc1	i	1	0	-2%	i	5%	-1.8	0%
CCCCN(C)CCNS(=O)(=O)c1ccc2c(c1)n(C)c(=O)c(=O)n2C	i	3	-1	-10%	i	-25%	1.1	1%
Cc1cc(C)n(CC(=O)n2c(C)c(C)c3ccccc32)n1	i	-16	9	11%	-1%	10%	0.9	0%
CCOc1ccc(NC(=O)c2cccs2)c([N+](=O)[O-])c1	i	-8	-26	-2%	29%	9%	-3.0	0%
Oc1ccccc1N1CCN(c2ccc3ccccc3n2)CC1	i	2	-9	27%	-24%	-10%	-4.6	0%
COC(=O)CSc1nnc(CNC(=O)c2ccccc2F)n1-c1ccc(F)cc1	i	0	-16	-3%	u	-10%	1.7	0%
Cn1c(N)c(C(=O)COC(=O)COc2cccc(Br)c2)c(=O)n(C)c1=O	i	-6	11	1%	-16%	-13%	1.4	u
COC(=O)c1c(-c2ccccc2)[nH]c(-c2nccc3ccccc23)c1C(=O)OC	i	7	5	11%	-19%	-15%	0.0	x
COc1ccc(CCNc2cc(C)nc(N)n2)cc1OC	i	2	39	1%	-4%	6%	-0.4	-1%
COC(=O)c1ccc(OCCOCCOc2cccc3ccc(C)nc23)cc1	i	-1	17	2%	-16%	6%	-2.9	0%
COc1cc(/C=N/NC(=O)CCc2c(C)n[nH]c2C)cc(OC)c1OC	i	1	26	1%	i	12%	2.5	-1%
CC(C)(C)OC(=O)N(CCc1ccccc1)Cc1cccc(OCc2cccc(NC(=O)C3CC3)c2)c1	i	30	18	14%	-42%[inhibitor]	-6%	0.6	x
c1ccc(-c2nn3c(-c4ccccc4)nnc3s2)cc1	i	4	-12	2%	i	11%	-0.5	4%
CCCCn1c(CCc2ccccc2)nc2cc3[nH]c(=O)c(C(C)C)nc3cc21	i	18	-8	-6%	i	-5%	-0.2	-3%
CCc1nnc(NC(=O)C2CCN(S(=O)(=O)c3ccc(C)cc3)CC2)s1	i	0	14	2%	-6%	-4%	-2.6	2%
CCCC1O[C@@H]2C[C@H]3[C@@H]4CCC5=CC(=O)C=C[C@]5(C)[C@H]4[C@@H](O)C[C@]3(C)[C@]2(C(=O)CO)O1 (some centres undefined)	i	-13&-12	0	2%	-4%	3%	-0.3	1%
